# ANO1 block: inhibitors of mouse TMEM16A calcium-activated chloride channel; AID 588511; HEK293 TMEM16A/YFP iodide influx fluorescence, ionomycin; hit rate 1.2% among 310,000; normalized B-score (activity score, 25-100; higher = stronger inhibition) at 10 µM;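 active means ratio plate-corrected score three or more library SD toward inhibition, starting fluorescence score within five deviations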;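 further: score derived from kinetic fluorescence span divided by baseline fluorescence per well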
# KCNQ1 act: potentiates or activates the human KCNQ1 potassium channel. P51787. CHO-K1 KCNQ1, thallium flux FluxOR fluorescence; active compounds read high. B-score at 10 µM. hit rate 0.35% among 310,000;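 active means fluorescence ratio B-score, a plate-corrected score, at least three library SD, with initial intensity B-score within 5 SD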
# Target sequence (P51787 whole entry, looked up): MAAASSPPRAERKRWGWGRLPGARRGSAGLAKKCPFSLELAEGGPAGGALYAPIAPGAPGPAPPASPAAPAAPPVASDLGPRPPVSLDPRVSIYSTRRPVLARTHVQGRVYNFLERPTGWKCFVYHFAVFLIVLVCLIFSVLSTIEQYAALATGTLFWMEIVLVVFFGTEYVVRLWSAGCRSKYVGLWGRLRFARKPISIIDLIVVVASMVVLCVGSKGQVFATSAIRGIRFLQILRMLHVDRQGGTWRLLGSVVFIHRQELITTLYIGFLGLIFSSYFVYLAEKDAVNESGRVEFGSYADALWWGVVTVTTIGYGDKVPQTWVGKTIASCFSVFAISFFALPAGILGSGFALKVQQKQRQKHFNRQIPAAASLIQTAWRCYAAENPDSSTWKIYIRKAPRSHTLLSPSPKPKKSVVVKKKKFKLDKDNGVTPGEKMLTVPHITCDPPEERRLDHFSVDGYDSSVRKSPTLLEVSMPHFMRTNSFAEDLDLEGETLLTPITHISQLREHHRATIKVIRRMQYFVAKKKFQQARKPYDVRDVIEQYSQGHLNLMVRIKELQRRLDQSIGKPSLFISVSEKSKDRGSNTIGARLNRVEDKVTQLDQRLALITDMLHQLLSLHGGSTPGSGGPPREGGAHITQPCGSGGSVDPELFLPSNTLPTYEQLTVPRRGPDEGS
#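 System: CHO-K1 cells stably expressing KCNQ1 / Medium: assay buffer for compound exposure, DMSO matched across wells / Reagent: thallium- and potassium-containing depolarizing buffer / Compound: one concentration, matched DMSO / Incubation: 20 min compound pretreatment at room temperature / Measured by: kinetic FluxOR fluorescence, 10 s baseline plus 110 s post-stimulus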
# RGS4 pot: RGS4 potentiation or activation. HEK293 M3R/inducible RGS4, carbachol calcium flux Fluo4; active compounds read low. B-score at 10 µM. hit rate 0.92% among 310,000;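 active means B-score of the integrated calcium signal more than 4 SD below the library mean, with starting fluorescence not abnormally high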;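 further: negative B-score means reduced calcium response which marks RGS4 activation or potentiation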
#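 Material: Inducible-RGS4 HEK293 cells carrying M3 receptor; also added: carbachol at ECmax as muscarinic agonist stimulus; incubation: compound preincubation 20 min at room temperature before agonist; signal: Fluo4-AM (2 µM) calcium-flux fluorescence, kinetic read; measure: integrated calcium ratio converted to B score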
# RGS4 block: inhibitors of human RGS4 | hit rate 0.45% among 310,000 | HEK293 M3R/RGS4 inducible, Fluo-4 calcium flux; active compounds read high; triggered by carbachol at its EC20 | B-score at 10 µM;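 active means B-score, a plate-corrected calcium signal, over three deviations above library mean, with baseline fluorescence within five deviations of library mean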;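 further: RGS4 expression induced by doxycycline in cells with stable M3 receptor; B-score is computed from the integrated fluorescence ratio over baseline after carbachol; higher B-score means a larger calcium signal and so more RGS4 inhibition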
# Target sequence (P49798 whole entry, looked up): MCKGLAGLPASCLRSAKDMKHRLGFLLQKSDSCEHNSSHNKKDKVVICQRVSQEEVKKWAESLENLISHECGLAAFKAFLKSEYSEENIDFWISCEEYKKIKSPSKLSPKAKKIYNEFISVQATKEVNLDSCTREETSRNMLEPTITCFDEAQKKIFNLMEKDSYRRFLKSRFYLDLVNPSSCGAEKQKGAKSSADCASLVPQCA
# hERG rescue: shields human hERG channel from block by proarrhythmic agents | CHO-hERG, FluxOR thallium flux, dofetilide IC70 present | hit rate 0.51% among 310,000 | Q12809 | activation (rescue from dofetilide block), less the hit threshold, % at 10 µM | AID 1511;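 active means activation above the mean of controls blocked by dofetilide plus 5 SD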;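 further: thallium influx through hERG after potassium depolarization seen as dye fluorescence rise; in these data hits start at about 4.7%; inactives centre near -7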
# KCNK9 inh: inhibitors of human KCNK9 two-pore domain potassium channel; Q9NPC2; HEK293 KCNK9, FluxOR thallium flux fluorescence; active compounds read low; B-score at 10 µM; hit rate 1.2% among 310,000;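 active means ratio B-score over 3 SD below the library mean, with starting fluorescence within 5 SD of its mean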;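 further: negative B-score means less thallium flux so channel inhibition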
# SKKanGAS inh: SKKanGAS growth inhibition; S. pyogenes SKKanGAS, kanamycin growth, BacTiter-Glo, 6 h; inhibition, % at 7.5 µM; hit rate 1.3% among 300,000;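 active means mean replicate score, as percent of positive control median, at least 50; inconclusive means mean below 50 but one replicate at or above 50; inactive means mean and every replicate below 50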;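 further: strain carries kanamycin resistance gene driven by streptokinase promoter and grows in 40 µg/ml kanamycin; loss of luminescence reflects streptokinase promoter inhibition or plain growth inhibition; 0% = median of DMSO wells and 100% = positive control at its reference dose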
# KCNK3 inh: human KCNK3 channel inhibition, primary screen; O14649; CHO-KCNK3 thallium flux, FluxOR fluorescence; active compounds read low; B-score at 10 µM; hit rate 0.84% among 340,000;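 active means B-score under library mean minus 4 SD, starting fluorescence ratio at most library mean plus 5 SD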;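 further: more negative B-score means stronger inhibition of thallium flux through KCNK3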
# HDAC3 inhib: blocks human histone deacetylase 3; O15379; recombinant HDAC3, fluorogenic peptide/trypsin coupled, fluorescence; inhibition, % at 8.3 µM; hit rate 0.15% among 320,000; AID 2718; in the data active means inhibition above about 26%, passing the limit was not always enough; inconclusive means no clear call, values can overlap the other calls
# KCNQ1 inh: inhibitors of human KCNQ1 potassium channel | P51787 | CHO-K1 KCNQ1, FluxOR thallium flux fluorescence; active compounds read high | B-score at 10 µM | hit rate 1.3% among 310,000 | AID 2642;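 active means compounds whose thallium flux B-score, printed positive for inhibition, exceeds three library SD while starting fluorescence stays within three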;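 further: channel opened by potassium depolarization with thallium stimulus after 20 min compound exposure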
# TMEM16A act: activators or potentiators of mouse TMEM16A chloride channel | Q8BHY3 | HEK293 TMEM16A/YFP-H148Q/I152L, iodide quench fluorescence; active compounds read low | B-score at 10 µM | hit rate 0.3% among 340,000 | AID 623877;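 active means fluorescence-ratio B-score plate-corrected deviation score at least 3 library SD below zero, with starting fluorescence score within 5 deviations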;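 further: channel opened by trigger with iodide after compound preincubation; score built on the fluorescence ratio of max minus min over baseline; more negative score means more quench and so TMEM16A activation or potentiation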
# An asterisk follows results filed as active; i = inactive; ? = inconclusive; . = no result given.
SMILES,ANO1 block,KCNQ1 act,RGS4 pot,RGS4 block,hERG rescue,KCNK9 inh,SKKanGAS inh,KCNK3 inh,HDAC3 inhib,KCNQ1 inh,TMEM16A act
CC(=O)N(C(C)=O)n1c(/C=C/c2ccc([N+](=O)[O-])cc2)nc2ccccc2c1=O,i,i,i,i,-20,i,-17,i,0,i,i
COc1ccccc1N1CCN(C2CCCN(C(=O)CCC(=O)N(C)C)C2)CC1 (stereo not drawn),i,i,i,i,-16,i,-6,i,3,i,i
CCC(=O)N1CCc2cc(Br)cc(S(=O)(=O)NCCCN(CC)Cc3ccccc3)c21,i,i,i,i,-6,i,12,i,1,i,i
COC(=O)CCCCCCCCCC[N+]1(C)CCCCC1,i,i,i,i,-6,i,4,i,13,i,i
Cc1cnc([N+](=O)[O-])n1CCOC(=O)NC(=O)c1ccccc1Cl,i,i,i,i,-26,i,8,i,6,i,i
O=C(CCN1C(=O)C2C3CCC(C3)C2C1=O)OCC(=O)c1ccc(Cl)cc1 (stereo not drawn),i,i,i,i,-7,i,-3,i,-2,i,i
CC(C)c1nn2c(N)c(/C=C3\C=Nc4ccccc43)c(=O)nc2s1,i,i,i,i,-23,i,30,i,-1,i,i
COc1cccc(C(=O)NCCS(=O)(=O)NCc2cccnc2)c1,i,i,i,i,-7,i,-3,i,-6,i,i
Cc1cccc(/C(N)=N/OC(=O)c2ccc(Br)o2)c1,i,i,i,5.2*,-4,i,2,i,4,i,i
CC(=O)Nc1ccc(S(=O)(=O)Nc2cccc(-n3c(C)nc4ccccc4c3=O)c2)cc1,i,i,i,i,-11,i,-1,i,6,i,i
Cc1cc(OCC(=O)NNC(=S)NC(=O)c2ccc(Br)o2)ccc1Cl,25*,33*,i,i,-10,i,.,i,2,i,-4.6*
CC1(C)CC(=O)c2cc(NC(=O)c3ccccc3)c(=O)oc2C1,i,i,i,i,-9,i,-8,i,8,i,i
C/C(=N\NC(=O)COc1ccc(C(C)(C)C)cc1)c1ccc2c(c1)OCCO2,i,i,i,i,-4,i,-1,i,18,i,i
C/C(=N/NC(=O)CNC(=O)c1cccc(F)c1)c1ccc2c(c1)CCCC2,i,i,i,i,-1,i,-4,i,-8,i,i
CC(=O)c1cccc(NC(=O)C(=O)c2cn(CC(=O)N3CCCCC3)c3ccccc23)c1,i,i,i,i,-8,i,-3,i,4,i,i
Cc1cc(F)ccc1S(=O)(=O)N1CCCOC1CNC(=O)C(=O)NCCc1ccccc1 (stereo not drawn),i,i,i,i,-9,i,6,i,2,i,i
CCOC(=O)c1[nH]ncc1CN1CCCC(C(=O)c2ccc(C(C)(C)C)cc2)C1 (stereo not drawn),i,i,i,i,-20,i,-21,i,9,i,i
Cc1cccc(NC(=O)C2CCN(S(=O)(=O)c3c(C)c(C)cc(C)c3C)CC2)n1,100*,i,-11*,i,-22,i,-2,i,3,6*,i
COC(=O)c1ccccc1NC(=O)N1CSC[C@H]1C(=O)OC,i,i,i,i,-11,i,-4,i,3,i,i
Cc1nc2sc(C(c3cccs3)N3CCC4(CC3)OCCO4)c(O)n2n1 (stereo not drawn),i,i,i,i,-3,i,-4,i,5,i,i
CC(=O)Nc1cc(C(C)C)c(O)c(C(C)C)c1,i,i,i,i,-5,i,1,i,6,i,i
COc1ccccc1CCC(=O)NCCCn1ccc2ccccc21,i,i,i,i,-9,i,0,i,-3,i,i
Cc1cc(-c2nn(-c3ccccc3F)cc2CN(C)CC(O)CO)c(C)s1 (stereo not drawn),i,i,i,i,-12,i,-4,i,.,i,i
OCC1(Cc2ccccc2)CCN(Cc2cnc(-c3cccc4ccccc34)nc2)CC1,i,i,i,i,-3,i,0,i,-1,i,i
Clc1cccc(CSc2ccc(-c3cccnc3)nn2)c1,i,i,i,i,-13,i,-6,i,5,i,i
CN(C)S(=O)(=O)c1cccc(NC(=O)CSc2nncn2C)c1,i,i,i,i,-16,i,-17,i,8,i,i
CC(C)CCNC(=O)c1ccc2c(c1)N(Cc1ccccc1)C(=O)CS2=O (stereo not drawn),i,i,i,i,-2,i,-6,i,-5,i,i
COC(=O)C(NC(=O)c1ccco1)(Nc1nc(C)cs1)C(F)(F)F (stereo not drawn),i,i,i,i,-10,i,-1,i,9,i,i
CCc1c(C)c2cc(Cl)c(O)c(CN(C)C)c2oc1=O,i,i,i,i,-3,i,-13,i,i,i,i
Cc1cccc(NC(=O)CSc2ccc(-c3ccco3)nn2)c1C,i,i,i,i,-5,i,-4,i,-3,i,i
CCOC(=O)c1ccc(NC(=O)c2cn(-c3ccccc3)nc2-c2ccncc2)cc1,i,i,i,i,-6,i,26,i,1,i,i
CN(CC(=O)Nc1cc(S(=O)(=O)N2CCOCC2)ccc1Cl)C1CCS(=O)(=O)C1 (stereo not drawn),i,i,i,i,-3,i,-2,i,-5,i,i
Cc1cc(C)c(NC(=S)N(CCCN2CCOCC2)Cc2cccnc2)c(C)c1,i,i,i,i,3,i,0,i,-1,i,i
Cc1cc(C)c2sc(N(CCN(C)C)C(=O)c3c(F)cccc3F)nc2c1,i,i,i,i,-11,i,-11,-9.1*,16,i,i
Cc1nn(Cc2ccccc2)c(C)c1/C=N/NC(=O)c1ccncc1,i,i,i,i,-5,i,-6,i,?,i,i
COc1cccc(C(=O)Nc2ccc3c(c2)CCCN3C(=O)c2cccs2)c1OC,i,i,i,i,-9,i,5,i,1,i,i
CCOC(=O)C1=C(COC(=O)C2(C)CC2(Cl)Cl)NC(=O)NC1c1ccc(OC)cc1 (stereo not drawn),i,i,i,i,-9,i,-5,i,2,i,i
CCOc1ncccc1C(=O)NCC1COc2ccccc2O1 (stereo not drawn),i,i,i,i,-17,i,.,i,0,i,i
COc1cc(C(=O)NNC(=S)NC(=O)c2ccc3c(c2)OCO3)cc(OC)c1OC,i,i,i,i,-10,i,77*,i,?,i,i
C/C(=N\n1cnnc1)c1ccccc1,i,i,i,i,-8,i,6,i,-2,i,i
COc1ccccc1OCC(=O)NNC(=O)c1c(-c2ccccc2Cl)noc1C,i,i,i,i,-3,i,7,i,8,i,i
COc1cc(C(=O)OCC(=O)NC(=O)NC2CCCCC2)cc(Cl)c1OC,i,i,i,i,-15,i,8,i,-4,i,i
Cc1ccc(NNC(=O)C(=O)N2CCCCC2)cc1,i,i,i,i,-4,i,6,i,15,i,i
Cc1ccc2[nH]c(=O)c(CN(Cc3ccco3)C(=O)c3cccs3)cc2c1,.,i,i,i,-8,i,-17,.,.,i,.
O=C(CCSc1ccccc1)NCCSc1ccccn1,i,i,i,i,-12,i,-23,i,3,i,i
CCOC(=O)c1ccc(Nc2ncccc2[N+](=O)[O-])cc1,i,i,i,i,-17,i,-1,i,5,i,i
CCOC(=O)c1ccccc1NC(=O)COC(=O)c1ccc(C)c(S(=O)(=O)N2CCOCC2)c1,i,i,i,i,-7,i,5,i,4,i,i
O=C(NCC(c1ccco1)N1CCCCC1)c1cccc(S(=O)(=O)Nc2ccccc2Cl)c1 (stereo not drawn),i,i,i,i,-15,i,0,i,-2,i,i
CCN(CC)C(=O)C1=C(C)NC(=S)NC1c1cccs1 (stereo not drawn),i,i,i,i,-6,i,-1,i,-6,i,i
CC(C)(CN1CCOCC1)NS(=O)(=O)c1ccccc1,i,i,i,i,-10,i,2,i,1,i,i
# Further records follow:
SMILES,ANO1 block,KCNQ1 act,RGS4 pot,RGS4 block,hERG rescue,KCNK9 inh,SKKanGAS inh,KCNK3 inh,HDAC3 inhib,KCNQ1 inh,TMEM16A act
CCOC(=O)CNC(=O)N1CCCC(Cc2ccccc2)(C(=O)OCC)C1 (stereo not drawn),i,i,i,i,-3,i,-3,i,-4,i,i
CC(C(=O)NC1CCCC1)N(C(=O)CS(=O)CC(=O)Nc1ccc(F)cc1)c1ccc2c(c1)OCCO2 (stereo not drawn),i,i,i,i,-3,i,-7,i,-5,i,i
c1ccc2c(c1)oc1c(N3CCN(Cc4ccc5c(c4)OCO5)CC3)ncnc12,.,i,i,i,-17,i,18,-9.5*,.,i,i
CSc1ccccc1C(=O)Nc1ccc(C)c(C)c1,i,i,i,i,-5,i,-2,-8.9*,3,i,i
O=C(CSc1nc2nc3c(cc2c(=O)n1-c1ccccc1)CCCC3)Nc1cccc2ccccc12,i,i,i,i,-8,i,21,i,-1,i,i
CCOC(=O)C1(CC2CC2)CCN(C(=O)c2cccnc2C)CC1,i,i,i,i,-12,i,3,i,1,i,i
CN(C)CCC(=O)c1ccc(F)cc1,i,i,i,i,-3,i,5,i,4,i,i
COc1ccc(N=C2SC(C(=O)Nc3ccc(F)cc3)CC(=O)N2C)cc1 (stereo not drawn),i,i,i,i,-15,i,1,i,4,i,i
CC(C)C[C@H]1COCCS(=O)(=O)N1Cc1ccccc1F,i,i,i,i,-7,i,1,i,-8,i,i
Cc1[nH]c(=S)[nH]c(=O)c1CCCO,i,i,i,i,-6,i,-1,i,-16,i,i
COC(=O)c1ccccc1NC(=O)CN(C1CCCCC1)S(C)(=O)=O,i,i,i,i,-8,i,-9,i,-12,i,i
COC(=O)CNC(=O)CNC(=O)Nc1ccccc1,i,i,i,i,-12,i,-3,i,3,i,i
CSCc1ccc(C(=O)N2CCC(CCC(=O)N(C)Cc3ccccc3)CC2)o1,i,i,i,i,-4,i,1,i,5,i,i
COc1ccc(S(=O)(=O)N2CCCCCC2)cc1C(=O)N(C)Cc1ccc(C)cc1,i,i,i,i,-14,i,7,i,-6,i,i
CC(C)N1CCC(N2CCN(Cc3ccc(-c4ccccc4Cl)o3)CC2CCO)CC1 (stereo not drawn),i,i,i,i,-3,i,-2,i,3,i,i
O=C(NC(=S)NC1CCCCC1)c1ccc(F)cc1,i,i,i,i,0,i,-3,i,-2,i,i
O=C(CNC(=O)[C@@H]1Cc2ccccc2CN1)NC1CCCCC1,i,i,i,i,-7,i,0,i,3,i,i
CCOCCCn1c(SCC(=O)NC(C)C)nc2ccccc2c1=O,i,i,i,i,-7,i,-1,i,-1,i,i

# Screening data: PubChem BioAssay, several laboratories
